Growth percent in the NCI-60 one-dose screen (48 h, 10 µM unless noted): 100 = growth as untreated, 0 = no growth, -100 = all killed.
HCT-116 – HCT-116 colon cancer. 82,000 compounds, 7.3% hits
NCI-H23 – NCI-H23 lung cancer. 80,000 compounds, 4% hits. AID 1794731
NCI-H226 – NCI-H226 lung cancer; 79,000 compounds, 3.5% hits; AID 1794732
NCI/ADR-RES – NCI/ADR-RES ovarian cells | 81,000 compounds, 4.4% hits
NCI-H322M – NCI-H322M lung cancer | AID 1794733 | 80,000 compounds, 2.7% hits
COLO 205 – COLO 205 colon cancer; 79,000 compounds, 7.3% hits; AID 1794742
NCI-H522 – NCI-H522 lung cancer; 78,000 compounds, 8% hits
HCT-15 – HCT-15 colon cancer | 82,000 compounds, 5.2% hits | AID 1794746
NCI-H460 – NCI-H460 lung cancer. 82,000 compounds, 6.8% hits. AID 1794736
Starred values were filed as active, the others as inactive; . = not tested or not shown; [ ] = remark or other dose. The calls were made as follows: active = growth percent below 10; inactive = the rest.

Every second line gives: HCT-116	NCI-H23	NCI-H226	NCI/ADR-RES	NCI-H322M	COLO 205	NCI-H522	HCT-15	NCI-H460
CC(C)Cc1ccc(C(C)C(=O)OC2CC(C)(C)N([O])C(C)(C)C2)cc1 (stereo unspecified)
 : 90	105	105	102	102	108	95	95	111
O=c1c2sc3nc4c(cc3c2nnn1-c1ccccc1Cl)C(O)CCC4 (stereo unspecified)
 : 102	101	88	101	97	109	83	70	104
COc1ccc2nc(-c3ccc(-c4noc(-c5ccc(F)cc5)n4)cc3)[nH]c2c1
 : 55	100	101	97	81	76	.	86	74
CN(C)C(=O)C1CC=CCC1C(=O)N(C)C (stereo unspecified)
 : 116	108	107	112	112	112	.	102	103
O=c1c2ccccc2c(=O)n(-c2ccccc2)n1-c1ccccc1
 : 100	89	96	98	95	116	86	97	105
COc1cc(-c2cc(N)n(-c3nc4ccccc4[nH]3)n2)cc(OC)c1OC
 : 118	103	.	94	101	112	78	89	103
COC(=O)c1cccc(NC2=C(Cl)C(=O)C(C)=C(C)C2=O)c1
 : 70	92	86	98	100	114	96	112	101
COc1cccc(/C=C/C(=O)c2ccc(OC)c(S(N)(=O)=O)c2)c1
 : -74*	15	54	13	22	-18*	-65*	-7.5*	16
O=C(CCl)Oc1ccccc1C(=O)O
 : 111	102	97	106	106	112	110	108	112
C=C1CC[C@H]2[C@@](C)(CCC3OC(c4ccc(OCc5cn(C6OC7COC(c8ccccc8)OC7C(O)C6NC(C)=O)nn5)cc4)OC[C@]32C)[C@@H]1/C=C/C1=CCOC1=O (stereo partly specified)
 : 79	.	76	103	101	95	83	93	85
O=C1CCC23C=CC(O)C(O2)c2ccccc2N13 (stereo unspecified)
 : 94	98	106	102	100	107	98	103	97
COc1cc(NC(C)CCCNC(=O)CCC(=O)NCCCNCCCCCCCCCCNCCCNC(=O)CCC(=O)NCCCC(C)Nc2cc(OC)cc3cccnc23)c2ncccc2c1 (stereo unspecified)
 : 69[8 µM]	63[8 µM]	59[8 µM]	101[8 µM]	32[8 µM]	27[8 µM]	57[8 µM]	99[8 µM]	81[8 µM]
CN1CCN(c2ccc3nc4c(nc3c2C(F)(F)F)C(=O)c2ncccc2C4=O)CC1
 : 1.0*	-40*	-79*	10	37	-95*	-68*	-47*	-57*
CCCCCCn1c(-c2ccc(-c3nc(-c4ccc(OC)cc4)no3)cc2)nc(-c2ccccc2)c1-c1ccccc1
 : 98	99	108	109	101	116	91	103	104
N=C(N)SCc1nc2cc(Cl)ccc2s1
 : 97	89	105	100	100	111	95	100	102
Cc1ccc(N=Nc2ccc(O)c(C)c2)cc1
 : 97	85	87	94	93	104	90	94	93
Cc1cccc(NC(=O)Nc2ccccc2Cl)n1
 : 97	98	95	106	93	95	76	115	118
CC(=O)Nc1ccc(S(=O)(=O)O)c2ccccc12
 : 104	99	99	101	110	121	110	116	108
COC(=O)C1CCC(=O)N1C(=O)NC1CCCCC1 (stereo unspecified)
 : 76	98	94	103	97	107	96	104	106
CC(C)[C@H](C(=O)N(C(=O)NC1CCCCC1)C1CCCCC1)N1C(=O)c2ccccc2C1=O
 : 94	93	110	88	91	94	70	91	109
COc1cccc2cc(-c3cc4ccccc4[nH]3)/c(=N/C(=O)Nc3ccccc3)oc12
 : 92	93	78	104	96	100	96	99	101
COc1ccc(-c2c(C#N)c(-c3ccc(Cl)cc3)nc3c2c(-c2ccccc2)nn3-c2ccccc2)cc1OC
 : 85	103	106	101	94	99	84	94	106
CCOC(=O)c1cccnc1Nc1ccc(NC(=O)Nc2cccc(C(F)(F)F)c2)cc1
 : 67	72	88	77	96	98	51	50	79
COc1cc(C)ccc1Oc1ccc([N+](=O)[O-])cc1
 : 89	91	98	91	99	104	86	99	108
ON=C1CCCC1
 : 107	94	96	97	100	111	96	105	109
O=C(c1cn[nH]c1-c1ccccc1)N1CCN(Cc2nc3sc4c(c3c(=O)[nH]2)CCCC4)CC1
 : 99	95	94	101	100	128	76	96	104
NC(N)=Nc1nc2ccccc2o1
 : 95	108	107	95	106	138	107	105	100
CC(O)CNC(C(=O)c1ccccc1)c1ccccc1 (stereo unspecified)
 : 103	100	98	101	111	114	88	103	108
O=c1[nH][n+](-c2cccc([N+](=O)[O-])c2)no1
 : 78	96	97	88	86	95	58	39	90
NCCCC(O)(P(=O)(O)O)P(=O)(O)O
 : 100	110	99	110	94	103	110	101	110

The final 4 entries of the section before lead into the next.
Every second line gives: HCT-116	NCI-H23	NCI-H226	NCI/ADR-RES	NCI-H322M	COLO 205	NCI-H522	HCT-15	NCI-H460
NC(N)=Nc1nc2ccccc2o1
 : 95	108	107	95	106	138	107	105	100
CC(O)CNC(C(=O)c1ccccc1)c1ccccc1 (stereo unspecified)
 : 103	100	98	101	111	114	88	103	108
O=c1[nH][n+](-c2cccc([N+](=O)[O-])c2)no1
 : 78	96	97	88	86	95	58	39	90
NCCCC(O)(P(=O)(O)O)P(=O)(O)O
 : 100	110	99	110	94	103	110	101	110
COC(=O)C(NC(=O)C1(NC(=O)OCc2ccccc2)CCCC1)C(C)C (stereo unspecified)
 : 103	108	103	100	100	106	94	103	116
Cc1c(C(=O)NC(Cc2ccccc2)C(O)C(=O)NC(C)C)[nH]c2ccccc2c1=O (stereo unspecified)
 : 107	105	99	108	102	122	96	100	105
Nc1n[nH]c2ccc([C@@H]3Nc4c(F)cc5[nH]ncc5c4[C@H]4C5CCC(C5)[C@@H]34)cc12 (stereo partly specified)
 : 7.4*	38	18	14	34	-0.8*	6.7*	20	4.8*
O=C(Nc1ccc(Oc2cccc(Cl)c2)c(Cl)c1)c1cnccn1
 : 21	46	64	15	48	12	12	23	16
CC(=O)Nc1nc(C)c(C(=O)NNC(=O)Nc2ccccc2)s1
 : 102	102	7.2*	99	120	105	64	97	108
O=c1[nH]n(C(=S)N/N=C/c2cccc(Br)c2)c(=O)c2ccccc12
 : 89	89	97	97	101	100	89	88	101
CC(C)C1=CCC2C(=C1)CCC1C(C)(C(=O)O)CCCC21C (stereo unspecified) (tested in a mixture with another compound)
 : 100	105	103	102	104	101	98	98	87
CC(=O)C12OC(C)(C)OC1CC1C3CCC4=CC(=O)CC4(C)C3CCC12C (stereo unspecified)
 : 91	108	93	102	90	114	94	96	122
COc1cc(Nc2cn[nH]c2-c2ccc(Cl)cc2)cc(OC)c1OC
 : 21	6.8*	65	-26*	80	38	22	36	33
c1ccc(CC[n+]2ccccc2)cc1
 : 93	99	104	99	108	103	99	109	111
COc1cc(OC)cc(-c2ccc(-c3ccc(C(=N)N)cn3)o2)c1
 : -87*	62	61	75	2.0*	-57*	-51*	6.8*	-77*
C=C1C(=O)O[C@H]2[C@H]1CC/C(COC(=O)NCc1ccc(Cn3c(=O)sn(CCI)c3=O)cc1)=C\CC[C@@]1(C)O[C@@H]21
 : 20	89	86	101	96	-24*	-93*	41	98
CC12CCC3c4ccc(O)cc4CCC3C1C[C@H](O)[C@@H]2O (stereo partly specified)
 : 102	94	106	104	90	101	86	111	123
CCC(C)OC(=O)c1cc(-c2ccc(O)cc2)nc2ccccc12 (stereo unspecified)
 : 76	79	64	82	68	87	69	54	77
CC1COC(c2ccc(N(C)C)cc2)O1 (stereo unspecified)
 : 104	99	95	106	109	115	86	97	110
COc1ccc(-c2nc(Nc3ccc(S(N)(=O)=O)cc3)c3ccccc3n2)cc1
 : 58	74	38	82	95	120	102	67	61
NC(=O)[C@@H](Cc1ccc(Nc2nc(CN3CCN(C(=O)c4ccccc4)CC3)cs2)cc1)NC(=O)c1ccccc1C(=O)c1ccccc1
 : 97	109	99	112	100	115	89	111	99
CCCn1cnc2c(SCc3ccccc3Cl)nc(N)nc21
 : 35	84	72	74	86	77	85	35	30
Cc1ccc(S(=O)(=O)OC2CCCCC2Br)cc1 (stereo unspecified)
 : 105	111	101	104	103	136	101	112	125
COc1ccc(/C=C2\NC(=O)NC2=O)cc1O
 : 89	98	.	102	109	117	98	99	98
Cl[C@@H]1CCO[C@H](c2cc3ccccc3c3ccccc23)C1
 : 90	95	90	103	95	104	83	97	99
COC(=O)c1nc(-c2ccccc2)oc1S(=O)(=O)NCC(c1ccc(Cl)cc1)N1CCOCC1 (stereo unspecified)
 : 62	89	91	98	98	78	24	44	87
CSc1nn(-c2ccccc2)c2ncnc(Oc3ccc(C)cc3)c12
 : 85	92	81	93	82	113	75	93	91
Nc1nc(N)c2nc(CNc3ccc(C(=O)NC(CC(=O)O)C(=O)O)cc3)cnc2n1 (stereo unspecified)
 : 16	75	104	48	80	70	84	46	22

Ordered by length of the SMILES (rising): 5 of the compounds above.
Every second line gives: HCT-116	NCI-H23	NCI-H226	NCI/ADR-RES	NCI-H322M	COLO 205	NCI-H522	HCT-15	NCI-H460
c1ccc(CC[n+]2ccccc2)cc1
 : 93	99	104	99	108	103	99	109	111
CC1COC(c2ccc(N(C)C)cc2)O1 (stereo unspecified)
 : 104	99	95	106	109	115	86	97	110
CC12CCC3c4ccc(O)cc4CCC3C1C[C@H](O)[C@@H]2O (stereo partly specified)
 : 102	94	106	104	90	101	86	111	123
COC(=O)C(NC(=O)C1(NC(=O)OCc2ccccc2)CCCC1)C(C)C (stereo unspecified)
 : 103	108	103	100	100	106	94	103	116
Cc1c(C(=O)NC(Cc2ccccc2)C(O)C(=O)NC(C)C)[nH]c2ccccc2c1=O (stereo unspecified)
 : 107	105	99	108	102	122	96	100	105

Two records drawn at random from the list so far:
Every second line gives: HCT-116	NCI-H23	NCI-H226	NCI/ADR-RES	NCI-H322M	COLO 205	NCI-H522	HCT-15	NCI-H460
O=c1[nH]n(C(=S)N/N=C/c2cccc(Br)c2)c(=O)c2ccccc12
 : 89	89	97	97	101	100	89	88	101
COc1cc(OC)cc(-c2ccc(-c3ccc(C(=N)N)cn3)o2)c1
 : -87*	62	61	75	2.0*	-57*	-51*	6.8*	-77*

Bioassay records: PubChem BioAssay, NCI
